Source: PubChem BioAssay (National Center for Advancing Translational Sciences (NCATS))
Nrf2 inh = inhibitors of Nrf2 signaling | A549 ARE-Fluc reporter, luciferase luminescence, 18-24 h | Potency, µM (series often up to 46 µM), inactives show at the top dose activity change, negative = inhibition, usual class: inhibitors | 360,000 tested, 2.1% active; note: potency is the fitted concentration of half-maximal effect; % is set by controls: 0 for no effect and ±100 for the full control effect; nearly all actives have a fitted effect of over 60% in size
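Nrf2 activity is the BugLite luminescence, read 15 min after reagent at room temperature, following CellTiter-Fluor cytotoxicity readout (30 min, 37C). Compound titrations were applied for 18-24 h to 5000 A549 ARE_Fluc cells/well in 5% FBS OPTI-MEM.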
Akt phos inh = blocks phosphorylation of Akt | activity change, % for hits at 50 µM | Neuro2A IGF-stimulated pAkt S473 HTRF, 20 min; active compounds read low | AID 651550 | 360,000 tested, 0.32% active; in the data active = activity change below about -80%; inconclusive = mostly about -51% to -80%; note: % is set by controls: 0 for no effect and ±100 for the full control effect
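Neuro2A cells in DMEM with 0.5% FBS, overnight at 37 deg C, given compound at single 50 µM final, then IGF (6 nM final) for 20 min at 37 deg C. Lysed; phospho-Akt Ser473 by HTRF after 24 h, 665/615 ratio.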
CCT modulator = changes cytosolic chaperonin activity. purified chaperonin ATPase assay, HTRF ADP detection, 30 min. activity change, % (concentration not given with the values), hits read low. 360,000 tested, 0.3% active; in the data active = activity change below about -30%; note: % is set by controls: 0 for no effect and ±100 for the full control effect
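First, chaperonin was dispensed at 40 nM or 20 nM final depending on batch activity. Next, compounds were pinned at 76 uM and ATP added at 10 uM. After 30 min at 37 °C, ADP detection reagents ran 30 min at ambient temperature.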
Nrf2 ARE act = activates Nrf2 signaling; AREc32 ARE-luciferase reporter (MCF7-derived line), luminescence, 24 h; Potency, µM (highest dose often 46.1 µM), for inactives: at the highest dose activation, actives largely listed as activators; 410,000 tested, 0.31% active; AID 624171; note: potency is the fitted concentration of half-maximal effect; % of control where 0% means no effect; nearly all actives have a fitted effect of over 65% in size
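ARE activation measured as luciferase luminescence (Steady-Glo, 30 min RT) in AREc32_Fluc cells after 24 hr compound exposure at 37 deg C, 5% CO2; cells seeded overnight at 1000/well in OPTI-MEM, 5% FBS.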
Mm-Cpn inhibitor = inhibitors of Methanococcus maripaludis chaperonin (MmCpn). purified Mm-Cpn ATPase, ADP Transcreener TR-FRET. Potency, µM (highest dose often 76.9 µM), inactives show at the top dose activity, negative = inhibition, most hits filed as inhibitors. 330,000 tested, 0.031% active. AID 504842; note: potency is the fitted concentration of half-maximal effect; % is set by controls: 0 for no effect and ±100 for the full control effect; nearly all actives have a fitted effect of over 80% in size
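Purified archaeal chaperonin (25 nM final) was preincubated with compound for 10 min at 37°C, then ATP (10 uM final) was added for 30 min at 37°C in Tris pH 7.4/KCl/MgCl2/DTT buffer. ADP was quantified by HTRF Transcreener TR-FRET.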
EPAC2 antag = EPAC2 (human) antagonism | Q8WZA2 | EPAC2 GEF exchange of Rap1B-BODIPY-GDP, fluorescence | Potency, µM (top dose mostly 114 µM), for the others: top-dose activity, negative = inhibition, hits mostly inhibitors | 360,000 tested, 0.18% active; note: potency is the fitted concentration of half-maximal effect; % is set by controls: 0 for no effect and ±100 for the full control effect; nearly all actives have a fitted effect of over 45% in size; many of its hits are not listed in these tables
Target sequence (Q8WZA2 whole entry, looked up): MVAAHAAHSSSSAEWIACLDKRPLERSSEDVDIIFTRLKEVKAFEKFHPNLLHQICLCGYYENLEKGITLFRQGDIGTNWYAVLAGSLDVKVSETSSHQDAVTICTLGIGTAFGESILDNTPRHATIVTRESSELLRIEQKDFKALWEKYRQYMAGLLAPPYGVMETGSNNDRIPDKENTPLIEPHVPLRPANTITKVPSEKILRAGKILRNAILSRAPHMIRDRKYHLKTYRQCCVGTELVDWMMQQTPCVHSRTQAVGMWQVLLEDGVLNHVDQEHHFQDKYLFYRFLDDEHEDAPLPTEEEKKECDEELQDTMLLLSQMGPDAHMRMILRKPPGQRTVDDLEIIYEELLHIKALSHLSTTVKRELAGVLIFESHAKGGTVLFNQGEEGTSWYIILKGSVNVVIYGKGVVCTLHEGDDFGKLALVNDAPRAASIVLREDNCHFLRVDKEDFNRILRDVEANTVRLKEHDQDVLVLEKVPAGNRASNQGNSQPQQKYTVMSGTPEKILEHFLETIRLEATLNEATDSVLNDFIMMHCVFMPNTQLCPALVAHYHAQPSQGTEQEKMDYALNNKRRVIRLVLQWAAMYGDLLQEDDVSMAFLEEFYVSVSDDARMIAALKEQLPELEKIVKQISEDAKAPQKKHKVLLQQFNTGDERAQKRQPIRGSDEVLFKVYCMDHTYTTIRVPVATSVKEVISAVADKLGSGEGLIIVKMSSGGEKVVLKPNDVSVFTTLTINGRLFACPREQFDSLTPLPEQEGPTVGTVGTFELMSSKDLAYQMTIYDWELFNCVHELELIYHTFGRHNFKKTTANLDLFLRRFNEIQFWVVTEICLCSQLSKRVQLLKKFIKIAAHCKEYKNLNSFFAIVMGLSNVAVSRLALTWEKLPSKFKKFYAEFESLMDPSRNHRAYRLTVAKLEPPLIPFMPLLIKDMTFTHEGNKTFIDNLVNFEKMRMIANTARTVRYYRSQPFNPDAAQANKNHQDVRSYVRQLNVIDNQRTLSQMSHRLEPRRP
TGFb inhibitor = inhibitors of TGF-b signaling. 410,000 tested, 1.2% active. Potency, µM (highest dose often 46.1 µM), without a hit: top-dose activity, negative = inhibition, most hits filed as inhibitors. AID 588855. HepG2 CAGA-GFP TGF-b/SMAD3 reporter, GFP fluorescence, 18 h; TGF-beta stimulated, 500 pg/mL final; note: potency is the fitted concentration of half-maximal effect; % is set by controls: 0 for no effect and ±100 for the full control effect; nearly all actives have a fitted effect of over 65% in size
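Read-out: total well GFP (ex488/em500-530) summed from mean per-cell fluorescence. Cells: HEPG2 CAGA-GFP, 1% FBS DMEM, 18 h at 37 degrees C with 500 pg/mL final TGF-beta. Unstimulated wells served as the full-inhibition control; stimulated DMSO wells = 0%.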
EPAC2 ag = activates human EPAC2 exchange factor | EPAC2 activation, biochemical qHTS; response scale: 100% = 6.5 mM cAMP response | AID 720711 | 360,000 tested, 0.079% active | Q8WZA2 | Potency, µM (highest dose often 154 µM), for inactives: at the highest dose activation, usual class: activators; note: potency is the fitted concentration of half-maximal effect; nearly all actives have a fitted effect of over 50% in size
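Each well held 100 nM EPAC2, 250 nM RAP1B-BODIPY-GDP and 50 uM GDP. Fluorescence, read at 5-min intervals to 30 min, was referenced to a 6.5 mM cAMP positive control.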
A549 viability = counter-screen for Nrf2 inhibitors: cytotoxicity in A549 cells; AID 504648; A549 ARE-Fluc cells, CellTiter-Fluor viability, 18-24 h; Potency, µM (series often up to 46 µM), inactives show top-dose activity change, negative = cytotoxicity, most hits filed as inhibitors; 390,000 tested, 0.16% active; note: potency is the fitted concentration of half-maximal effect; % is set by controls: 0 for no effect and ±100 for the full control effect
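A549 ARE-Fluc cells in 5% FBS OPTI-MEM, 5000 cells/well, rested 2 h then exposed to compounds in concentration-response for 18-24 h at 37 °C. Viability by CellTiter-Fluor fluorescence (Ex 405/Em 525) after 30 min; luciferase luminescence (BugLite, 15 min, RT) read afterwards.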
* marks the source's active call; other numbers are inactive results; i = inactive; u = inconclusive; x = no result given; [ ] = another dose, or the depositor's remark. Unless noted, calls come from the whole dose curve; as a rule, active = well fitted curve in the direction sought with a large enough effect; inconclusive = small, poorly fitted or top-dose-only effect, or another doubt; inactive = no such curve, though single readings can be large; an effect the other way counts as inactive or inconclusive. Not all compounds are listed; rates above refer to the full screens.

cpd	Molecule	Nrf2 inh	Akt phos inh	CCT modulator	Nrf2 ARE act	Mm-Cpn inhibitor	EPAC2 antag	TGFb inhibitor	EPAC2 ag	A549 viability
1	O=C(NN=Cc1ccc2c(c1)CCC2)c1ccccc1O	x	i	-0.4	4.7%	x	5%	7%	9%	x
2	CC(=O)c1ccc(Oc2nc3c(c(=O)n(C)c(=O)n3C)n2C)cc1	-1%	i	-0.7	0.5%	3%	-4%	-11%	4%	-5%
3	CCSc1cc(N2CCOCC2)nc(-c2ccccc2)n1	-2%	i	-1.5	-0.7%	-3%	16%	-1%	-1%	-2%
4	COc1ccc(CCNC(=O)Nc2nc(C(N)C3CCCCC3)cs2)cc1OC (stereo not given)	x	i	-1.3	-0.3%[9.22 µM]	x	2%	-6%	0%	x
5	O=c1[nH]nc(-c2ccc(NCCCO)c([N+](=O)[O-])c2)c2ccccc12	u	i	-2.0	-0.6%	0%	3%	2%	-2%	-3%
6	COc1ccccc1CNC(=O)C(=O)NCC1CCCO1 (stereo not given)	20%	i	-0.9	2.5%	-1%	1%	-7%	9%	-9%
7	O=C(COC(=O)CNC(=O)c1ccccc1)NC(=O)NC1CCCCC1	3%	i	-0.4	0.4%	1%	-6%	19%	4%	4%
8	Nn1cnnc1SCC(=O)N1CCc2ccccc2C1	-8%	i	1.2	2.9%	1%	-1%	8%	-1%	8%
9	O=C1N/C(=N\N=C\c2cccs2)SC1Cc1ccc(Cl)cc1Cl (stereo not given)	2%	i	1.0	3.1%	-2%	1%	4%	0%	-5%
10	Nc1n[nH]c(N)c1N=Nc1ccc(F)cc1	-6%	i	1.5	0.0%	-4%	-24%	6%	-8%	-2%
11	Cc1cc(NC(=O)CSc2c(C)[nH]c3ccccc23)no1	11%	i	-1.8	-0.7%	2%	6%	-4%	16%	12%
12	COC(=O)C(CCSC)Nc1ncnc2onc(-c3ccc(F)cc3)c12 (stereo not given)	9%[9.27 µM]	x	x	14%	x	x	40%[activator]	x	2%
13	COc1cccc(/C=C/C(=O)N2CCN(c3n[nH]c(=O)[nH]c3=O)CC2)c1OC	4%	i	1.4	4.7%	0%	-11%	-7%	-6%	1%
14	Cc1ccccc1/C=N/n1c(-c2ccccn2)n[nH]c1=S	-14%	i	2.1	-0.9%	-5%	-3%	10%	5%	1%
15	CCC(C)C(=O)Nc1nc2ccc(OC)cc2s1 (stereo not given)	u	i	1.9	3.6%	1%	5%	16%	-2%	5%
16	Cn1c(=O)c2[nH]c(NCCCN3CCOCC3)nc2n(C)c1=O	x	i	-0.8	-0.3%	1%	-4%	u	1%	-3%
17	CC(C)C(C(=O)NCc1ccco1)N(Cc1ccco1)C(=O)CNS(=O)(=O)c1ccccc1 (stereo not given)	2%	i	1.5	-0.6%	1%	-8%	-26%	5%	0%
18	Cc1cccc(N2C(=O)CS/C2=N\NC(=O)c2cccnc2)c1C	4%	i	0.2	-0.9%	u	-12%	6%	9%	-6%
19	Brc1cc2c(cc1/C=N/Nc1nc(N3CCOCC3)nc(N3CCOCC3)n1)OCO2	-26%	i	-1.8	-0.7%	-13%	-13%	-3%	6%	1%
20	Cc1cc(NC(=O)Cn2nc(-c3cccs3)ccc2=O)cc(C)c1Br	u	i	-0.2	0.5%	-2%	-6%	0%	14%	-11%

Some of the entries above, set out differently.
15) CCC(C)C(=O)Nc1nc2ccc(OC)cc2s1 (stereo not given)
17) CC(C)C(C(=O)NCc1ccco1)N(Cc1ccco1)C(=O)CNS(=O)(=O)c1ccccc1 (stereo not given)

screen / no.,15,17
Nrf2 inh,u,2%
Akt phos inh,i,i
CCT modulator,1.9,1.5
Nrf2 ARE act,3.6%,-0.6%
Mm-Cpn inhibitor,1%,1%
EPAC2 antag,5%,-8%
TGFb inhibitor,16%,-26%
EPAC2 ag,-2%,5%
A549 viability,5%,0%

Following part:
cpd	Molecule	Nrf2 inh	Akt phos inh	CCT modulator	Nrf2 ARE act	Mm-Cpn inhibitor	EPAC2 antag	TGFb inhibitor	EPAC2 ag	A549 viability
21	CCOC(=O)c1ccc(NC(=O)C2(c3ccc(Cl)cc3)CCCC2)cc1	u	i	1.4	0.5%	0%	-6%	u	3%	-7%
22	Cc1ccc(C(=O)OCc2nc3ccccc3s2)o1	u	i	-5.6	10µM*	-3%	-15%	21%	13%	2%
23	COCCNc1nc2nonc2nc1NC(C)c1ccccc1Cl (stereo not given)	-28%	i	-1.9	-0.9%	3%	0%	-19%	2%	-12%
24	CC(=O)Nc1cc(C(=O)N2CCc3ccccc3C2)ccc1Sc1ccc(F)cc1	2%	i	3.1	0.2%	u	-1%	u	-4%	7%
25	CC(C)NS(=O)(=O)c1ccc(OCC(=O)Nc2ccc3c(c2)OCO3)cc1	-11%	i	-1.5	2.6%	-1%	8%	-19%	-4%	1%
26	Cc1c(Cl)cccc1N1C(=O)c2ccccc2C1=O	1%	i	-1.0	-0.9%	-2%	11%	-26%	-1%	-3%
27	O=C(NC1CCCCCCC1)C1CCN(S(=O)(=O)N2CCCC2)CC1	u	i	0.1	0.4%	0%	0%	0%	10%	0%
28	O=C1NC(Cc2ccc(O)cc2)c2nc3cc(Cl)ccc3c(=O)n2-c2cc3ccccc3cc21 (stereo not given)	x	i	3.2	0.0%	x	17%	u	5%	x
29	CC(C)(CO)C(O)C(=O)NCCC#N (stereo not given)	11%	i	1.8	-0.8%	-3%	-4%	6%	0%	3%
30	CCC(C)(C)NC(=O)C(c1ccc(OC)cc1)N(C(=O)CCC(=O)Nc1cc(C)on1)c1ccc2c(c1)OCCO2 (stereo not given)	0%	i	-0.3	0.4%	1%	2%	0%	8%	-7%
31	Cc1cccc(-n2cc(-c3ccc([N+](=O)[O-])cc3)[nH]c2=S)c1	15%	i	2.1	2.4%	-1%	-7%	-2%	-4%	-3%
32	COC(=O)/C=C/c1c(C)[nH]c(=O)[nH]c1=O	12%	i	-2.1	-0.7%	4%	0%	2%	3%	0%
33	CC(C)N(Cc1ccccc1)C(=S)Nc1cccnc1	9%	i	-1.7	0.1%	1%	6%	-15%	0%	-1%
34	CCOC(=O)Cn1cncc1-c1ccc([N+](=O)[O-])cc1	u	i	-1.1	0.7%	0%	-1%	0%	-1%	-2%
35	COc1ccc2c(c1)c1ncn(Cc3ccccn3)c(=O)c1n2C	14%	i	-0.8	4.0%	-2%	-6%	u	8%	0%
36	CCOC(=O)C1=NNC2C(=O)N(C3CCCCC3)C(=O)C12 (stereo not given)	7%	i	-0.4	-0.6%	1%	-1%	21%	7%	u
37	COc1ccc(CNC(=O)COC(=O)CCC2CCCCC2)cc1	0%	i	0.2	0.4%	-14%	-13%	2%	-5%	2%
38	Cc1ccc(NC(=S)N2CCN(C)CC2)c(C)c1	-4%	i	-2.0	-0.5%	2%	2%	-4%	2%	0%
39	CC(NS(=O)(=O)/C=C/c1ccccc1)C(=O)NCCc1ccc(S(N)(=O)=O)cc1 (stereo not given)	-9%	i	2.5	-0.4%	0%	-6%	-10%	1%	7%
40	CCc1nc2ccc(C(=O)NCCCn3ccnc3)cn2c1N(C)C(=O)COc1ccccc1	x	i	-0.6	-1.1%	x	4%	24%	6%	x

(continued)
cpd	Molecule	Nrf2 inh	Akt phos inh	CCT modulator	Nrf2 ARE act	Mm-Cpn inhibitor	EPAC2 antag	TGFb inhibitor	EPAC2 ag	A549 viability
41	O=S(=O)(Nc1ccc(-c2cn3ccccc3n2)cc1)c1ccccc1	3%	i	-2.4	1.7%	0%	7%	-1%	12%	5%
42	Cc1ccc(N2C(=O)Nc3ccc(Br)cc3C2(O)C(=O)NCCCN(C)C)cc1C (stereo not given)	1%	i	-1.8	-0.1%	0%	8%	-23%	18%	3%
43	Cc1c(C)n(CCCN(C)C)c2ncnc(NCc3ccccc3)c12	u	i	-0.2	1.6%	0%	-2%	u	5%	11%
44	Cc1nc2cncc(Br)c2n1C	x	i	-0.4	4.2%	1%	0%	0%	4%	-11%
45	CC(=O)Nc1ccc(NC(=O)COC(=O)CCNS(=O)(=O)c2c(Cl)cccc2Cl)cc1	15%	i	-0.1	0.3%	-2%	9%	-3%	9%	0%
46	CCOC(=O)N1CCN(c2c(NCCOC)c(=O)c2=O)CC1	10%	i	-0.1	-1.0%	3%	1%	0%	9%	8%
47	O=C(NCC1CCCO1)c1ccc(N2CCCCC2)c([N+](=O)[O-])c1 (stereo not given)	1%	i	-0.4	2.3%	3%	4%	-1%	6%	-8%
48	O=C(Nc1cccc(Br)c1)c1ccc2c(c1)SC1=NS(=O)(=O)CCN12	u	i	-4.0	0.2%	-4%	-2%	18%	11%	-19%
49	Brc1ccc(-c2c(-c3ccsc3)sc3ccccc23)cn1	u	i	-0.8	4.3%	-4%	3%	0%	7%	u
50	CC(C)Oc1ccc(C(=O)NCc2ccco2)cc1	u	i	0.7	4.4%	0%	15%	10%	6%	2%
51	O=S(=O)(Nc1ncccn1)c1ccc(Nc2ncnc3ccccc23)cc1	5%	i	0.5	0.1%	0%	0%	1%	8%	-1%
52	CN1CCN(C(=O)C(=O)c2cn(CC(=O)N3CCCC3)c3ccccc23)CC1	16%	i	-0.8	0.2%	1%	5%	-1%	11%	-8%
53	Cc1ccc(C(=O)N[C@H](C(=O)NC2CCCCC2)C(C)C)cc1	1%	i	-2.1	-0.6%	-8%	15%	-23%	-1%	-4%
